TROY NFkB inh – inhibitors of TROY-dependent NF-kB signaling; Q293 LMP1-TROYcd NF-kB luciferase reporter, 4 h; inhibition, % at 10 µM; 0.98% of 360,000 active;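 active means compounds whose plate-normalised and pattern-corrected inhibition of the luciferase reporter signal at the single screening dose is 50% or more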
NR2E3 ag-1 – activates human NR2E3 receptor. Q9Y5X4. CHO-S Gal4-NCOR/VP16-NR2E3 two-hybrid, luciferase. inhibition of corepressor binding, % at 3.98 µM. 0.35% of 360,000 active. AID 602229;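 active means inhibition above the mean of all tested compounds plus 3 SD, cut at about 70% in these data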;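 further: 0% = DMSO with NR2E3 transfected cells and 100% = cells lacking NR2E3 construct; higher means lower luciferase signal from less NR2E3 corepressor binding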
Target sequence (Q9Y5X4 whole entry, looked up, the tested form may be a part): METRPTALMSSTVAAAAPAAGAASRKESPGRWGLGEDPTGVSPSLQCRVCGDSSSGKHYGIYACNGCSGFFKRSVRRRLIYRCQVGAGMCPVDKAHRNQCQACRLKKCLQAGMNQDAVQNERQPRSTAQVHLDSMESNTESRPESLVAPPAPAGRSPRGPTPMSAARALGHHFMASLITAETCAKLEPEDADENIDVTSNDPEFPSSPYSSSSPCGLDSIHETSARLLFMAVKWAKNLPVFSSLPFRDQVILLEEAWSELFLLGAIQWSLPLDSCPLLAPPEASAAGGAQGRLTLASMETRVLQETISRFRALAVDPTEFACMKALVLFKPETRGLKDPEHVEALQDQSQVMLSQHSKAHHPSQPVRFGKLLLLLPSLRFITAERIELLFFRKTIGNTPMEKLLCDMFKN
NR2E3 ag-2 – activates human photoreceptor nuclear receptor NR2E3; inhibition of corepressor binding, % at 4.78 µM; Q9Y5X4; AID 2300; 0.12% of 320,000 active; GST-NR2E3/biotin-RetCOR TR-FRET, 1536-well;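 active means percent inhibition above the cutoff of mean plus 3 SD of all tested compounds, set per screening campaign, cut at about 20% in these data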;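 further: 0% = DMSO wells and 100% = biotin wells as full block of FRET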
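Test system – NR2E3–RetCOR corepressor complex · Quantity – NR2E3 fusion 1.35 nM · Buffer or medium – Tris pH 7.5 · Incubation – Compound–protein incubation for 5 h at 4 °C · Technique – TR-FRET, Eu(K)-anti-GST donor, streptavidin-D2 acceptor, ex 340, em 617/671 nm · Evaluation – percent inhibition of 671/617 nm emission ratio versus biotin and DMSO controls · Plate – 1536-well format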
TWEAK-Fn14 inh – blocks TWEAK-Fn14 interaction in a reporter cell assay. TWEAK-stimulated Fn14 reporter cells, luciferase luminescence, 8 h. inhibition, % at 10 µM. 2% of 360,000 active. AID 1159606; in the data active means inhibition above about 50%
KKLEB tox – reduces viability of KKLEB cystic fibrosis airway cells | KKLEB CF airway cells viability, ATPlite luminescence, overnight; stronger effect = lower value; cells stimulated with P. aeruginosa culture filtrate | activity change (cytotoxicity), % at 5 µM | 0.36% of 360,000 active | AID 602141;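 active means corrected activity change at or below -50% at 5 µM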
Peg3 prom inh – inhibitors of Peg3 promoter. HeLa PEG-Prom luciferase reporter, luminescence, overnight. inhibition, % at 20 µM. 1.7% of 360,000 active;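 active means inhibition of at least 50% at 20 µM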
TRAIL sens C8 – sensitizes caspase-8 expressing cells to TRAIL; 1% of 360,000 active; inhibition (viability loss, TRAIL sensitization), % at 10 µM; NB7+C8 cells + TRAIL, ATPlite viability luminescence; AID 624354;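 active means compounds causing at least 50% loss of cell viability in the single-dose screen, relative to plate controls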
Shn3 inh set2 – reduces Shn3 3'UTR luciferase signal in osteoblasts; Clone20 osteoblast Shn3 3'UTR firefly luciferase, 24 h; 0.52% of 360,000 active; inhibition, % at 12.5 µM;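 active means mean inhibition of at least 75% with every replicate also reaching 75%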;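 further: 0% = median of neutral control wells and 100% = pilot-screen positive control compound; some compounds past the cut are filed as inactive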
CF NFkB inh – cystic fibrosis NF-kB activation inhibition; KKLEB NF-kB-GFP reporter, PAF-induced, GFP fluorescence overnight; inhibition, % at 5 µM; 0.86% of 360,000 active;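 active means at least 50% inhibition at 5 µM, scaled per plate between neutral and stimulator controls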;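 further: PAF is a Pseudomonas aeruginosa culture filtrate used as stimulus; plate controls were PAF-stimulated DMSO wells for no effect and unstimulated DMSO wells for full effect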
MITF TRPM1 inh – inhibitors of MITF-driven TRPM1 promoter in melanoma cells | SK-MEL-5 TRPM1 promoter luciferase, 24 h | inhibition, % at 12.5 µM | 0.83% of 330,000 active | AID 488899;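 active means mean inhibition across replicates of 60% or more, whatever share of single replicates reaches that level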; further: values of inactives mirror those of a sister screen read the other way
HIF-2a inh – HIF-2a inhibition. 786-0 RCC cells HIF-2a reporter, luciferase luminescence, overnight. inhibition, % at 18.8 µM. 0.72% of 360,000 active;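 active means inhibition of the luminescence signal of 40% or more relative to plate controls, in a single-dose primary screen at 18.75 µM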
* marks the source's active call; other numbers are inactive results; . = no result given. An excerpt; the hit share may differ from the screen's.

SMILES	TROY NFkB inh	NR2E3 ag-1	NR2E3 ag-2	TWEAK-Fn14 inh	KKLEB tox	Peg3 prom inh	TRAIL sens C8	Shn3 inh set2	CF NFkB inh	MITF TRPM1 inh	HIF-2a inh
Cc1ccc(NC(=O)c2cnccn2)c(OC(F)F)c1	0	-14	4	-11	9	4	-4	-23	-14	9	14
COc1ccc(N2C(S)=C(C#N)C(=O)NC23CCCCC3)cc1	-12	14	0	-8	6	9	6	-5	-18	-2	8
O=C1C2C3C=CC(C3)C2C(=O)N1c1ccc(N2CCN(c3ccccn3)CC2)c([N+](=O)[O-])c1 (configuration not stated)	30	30	2	11	5	-2	0	63	9	13	11
CCCCC1Cc2[nH]c(=S)[nH]c(=O)c2C(c2ccc(C(C)C)cc2)O1 (configuration not stated)	-9	-11	.	-2	.	.	16	.	.	.	-5
CC1(C)Oc2ccc(C(=O)N3CCCC3)cc2N(CC(=O)NCc2ccccc2)C1=O	2	-6	-2	10	2	11	5	0	1	-7	12
Cc1ccc(CS(=O)(=O)Cc2ccc(C(=O)NCC3CCCO3)o2)cc1 (configuration not stated)	-2	6	2	0	9	12	-4	-20	-7	3	0
COc1ccc(-n2c(=O)c3c4c(sc3n(CC(=O)Nc3cc(C)[nH]n3)c2=O)CCC4)c(OC)c1	7	-12	-3	-5	4	18	-24	-25	-7	10	2
O=C(NCc1ccc(F)cc1)c1ccccc1OCc1ccccc1	16	11	1	-5	-24	27	2	19	15	-1	18
COc1ccc(CC(=O)n2nc(-c3ccc(Cl)cc3)nc2NCc2ccco2)cc1	-46	-17	3	-23	-7	-196	1	-98	0	-17	-206
O=C(Nc1cc(S(=O)(=O)N2CCOCC2)ccc1Cl)c1ccc(=O)[nH]c1	-11	13	.	13	6	-4	-12	1	9	-1	7
COc1ccc(CNC(=O)CCCn2nc(C)c3c(C)n(-c4ccc(C)cc4)nc3c2=O)cc1OC	15	26	-1	8	1	12	-5	1	0	30	14
CCCn1c(N)c(N(CCOC)C(=O)c2ccc(N3CCCC3=O)cc2)c(=O)[nH]c1=O	-32	-53	-1	4	1	-6	-3	0	-5	3	12
CC1(c2ccc3ccccc3c2)NC(=O)N(CC(=O)N2CCN(Cc3ccc(C#N)cc3)CC2)C1=O (configuration not stated)	10	105*	.	17	0	-6	22	88*	16	22	17
O=c1[nH]c(CSc2ccccn2)nc2c1oc1ccccc12	46	-132	0	65*	0	-38	30	-28	10	10	-56
Cc1cccc(NC(=O)C2(C)CC3c4ccccc4C2c2ccccc23)c1C (configuration not stated)	8	-2	3	-10	13	15	-11	33	-18	-4	20

Shown with two lines to a compound: entries from further up
The line under a structure holds: TROY NFkB inh	NR2E3 ag-1	NR2E3 ag-2	TWEAK-Fn14 inh	KKLEB tox	Peg3 prom inh	TRAIL sens C8	Shn3 inh set2	CF NFkB inh	MITF TRPM1 inh	HIF-2a inh
- O=C1C2C3C=CC(C3)C2C(=O)N1c1ccc(N2CCN(c3ccccn3)CC2)c([N+](=O)[O-])c1 (configuration not stated)
 : 30	30	2	11	5	-2	0	63	9	13	11
- CCCCC1Cc2[nH]c(=S)[nH]c(=O)c2C(c2ccc(C(C)C)cc2)O1 (configuration not stated)
 : -9	-11	.	-2	.	.	16	.	.	.	-5

Going on with the list:
SMILES	TROY NFkB inh	NR2E3 ag-1	NR2E3 ag-2	TWEAK-Fn14 inh	KKLEB tox	Peg3 prom inh	TRAIL sens C8	Shn3 inh set2	CF NFkB inh	MITF TRPM1 inh	HIF-2a inh
Cc1ccc(S(=O)(=O)N2CCN(C(=O)Cc3c(F)cccc3Cl)CC2)cc1	-5	-4	-1	9	12	0	-3	-1	14	4	13
CCOc1ccc(C(C)NC(=S)NCc2ccc(Cl)cc2)cc1 (configuration not stated)	26	-10	0	8	9	30	-12	8	11	-1	5
Cc1cc(C)c(NC(=O)/C(C#N)=C/c2ccc(OCc3ccc(F)cc3)cc2)c(C)c1	16	-21	-3	17	0	-159	-3	7	-7	-48	1
S=C(c1c[nH]c2ccccc12)N1CCOCC1	8	-14	5	0	8	-7	-5	-1	-7	-14	1
O=C(Cc1ccc(Br)cc1)NCCc1ccc(Cl)cc1Cl	-3	20	-3	-25	-7	9	-7	-24	-14	3	-5
c1ccc(C[C@H]2CNCCN2CCc2cccc3ccccc23)cc1	-2	-13	2	-8	-7	16	8	-11	14	-9	7
O=C1CN(C(=O)COc2ccc(Br)cc2)c2ccccc2N1	1	-1	-2	-4	1	-13	-2	-17	5	-4	-18
O=C(COc1ccccc1)N1CCN(c2ncccn2)CC1	-3	-14	3	12	-21	10	-4	4	4	4	10
O=C(N/N=C/C=N/NC(=O)c1ccco1)c1ccco1	-26	-3	1	11	9	8	5	-9	-9	2	8
C/C(CC1CC(C)OC1=O)=N\NC(N)=S (configuration not stated)	6	-37	5	-9	9	13	-9	11	-12	4	10
Cc1ccc(C)c(CN2CCC(n3nccc3NC(=O)CCCc3ccccc3)CC2)c1	13	-17	2	-3	-5	34	-4	14	-16	-3	8
CCc1c(C2(O)CCCCC2)[nH]c2ccc(C(F)(F)F)cc12	56*	-7	2	16	27	47	28	46	16	9	-13
O=C(O)C1(c2ccccc2)CCN(S(=O)(=O)c2cccs2)CC1	-2	-7	4	1	-1	5	-3	8	1	2	9
CN(Cc1ccccc1)C(=O)c1cnc(Cc2c[nH]c3ccccc23)c(I)c1	-8	23	.	22	-10	12	16	19	-3	.	-5
CCN=C1SC(C(=O)Nc2ccccc2)CC(=O)N1CC (configuration not stated)	-3	-30	1	7	17	5	-22	3	-8	8	15
CN(C)CCNC(=O)/C(=N\O)c1ccccn1	4	-8	4	4	-4	7	-5	6	5	-6	3
O=C(Nc1ccccc1C(F)(F)F)N1CCC(N2CCCCC2)CC1	.	10	0	84*	13	7	0	11	-1	3	9
NC(=O)c1ccsc1NC(=O)c1ccc([N+](=O)[O-])o1	-14	-7	.	19	-29	47	36	29	59*	67*	-22
CN(CC(=O)Nc1ccc(SC(F)F)cc1)C1CCCCC1	-10	5	2	-5	6	4	3	3	1	-1	3
COc1ccc(CC(=O)NNC(=S)NCC2CC2)cc1OC	7	-16	1	-25	6	4	-1	17	22	-3	12
CC(C)OCCCN1CN(S(=O)(=O)c2ccc(Cl)cc2)c2nc3ccccc3nc21	-7	-23	0	22	2	-13	3	-119	0	-28	2
CCCOc1ccc(/C=N/NC(=O)c2c(-c3ccccc3)noc2C)cc1OC	14	-17	1	-2	12	19	7	2	-5	1	16
COC(=O)C[N+](C)(C)CC#Cc1ccccc1	-25	-2	-4	-3	0	0	20	10	2	-15	12
COc1cccc2cc(C(=O)C3=C(O)C(=O)N(CCN4CCOCC4)C3c3ccc(C(C)(C)C)cc3)oc12 (configuration not stated)	-1	-42	9	-11	-4	-28	-10	2	14	-3	-10
CC(CCN1CCN(c2ccccc2)CC1)c1ccccc1 (configuration not stated)	-4	-14	.	6	-1	1	-9	-5	7	4	1
CCCn1c(SCC(=O)N(CC)c2c(N)n(Cc3ccccc3)c(=O)[nH]c2=O)nnc1-c1ccncc1	2	6	.	3	13	0	-6	7	12	3	5
COc1ccc(/C=C/C(=O)OCC(=O)N2CCc3ccccc32)cc1	-8	20	0	4	11	0	-17	15	-42	2	5
CCN(CC)S(=O)(=O)c1cccc(NC(=O)c2ccc(Sc3nncn3C)c([N+](=O)[O-])c2)c1	11	-39	0	30	1	21	-8	.	11	2	21
COc1ccc(Nc2nc(N/N=C/c3ccc(N(C)C)cc3)nc(C)c2[N+](=O)[O-])cc1	-2	-4	0	-6	0	10	6	2	4	-2	7
N=c1c2c3c(sc2ncn1CCCO)CCCC3	0	0	-4	-17	12	-2	-6	-12	-3	14	8

4 structures already listed, ordered by count of non-hydrogen atoms, low to high:
SMILES	TROY NFkB inh	NR2E3 ag-1	NR2E3 ag-2	TWEAK-Fn14 inh	KKLEB tox	Peg3 prom inh	TRAIL sens C8	Shn3 inh set2	CF NFkB inh	MITF TRPM1 inh	HIF-2a inh
NC(=O)c1ccsc1NC(=O)c1ccc([N+](=O)[O-])o1	-14	-7	.	19	-29	47	36	29	59*	67*	-22
CC(CCN1CCN(c2ccccc2)CC1)c1ccccc1 (configuration not stated)	-4	-14	.	6	-1	1	-9	-5	7	4	1
CC(C)OCCCN1CN(S(=O)(=O)c2ccc(Cl)cc2)c2nc3ccccc3nc21	-7	-23	0	22	2	-13	3	-119	0	-28	2
COc1ccc(Nc2nc(N/N=C/c3ccc(N(C)C)cc3)nc(C)c2[N+](=O)[O-])cc1	-2	-4	0	-6	0	10	6	2	4	-2	7

The list continues.
SMILES	TROY NFkB inh	NR2E3 ag-1	NR2E3 ag-2	TWEAK-Fn14 inh	KKLEB tox	Peg3 prom inh	TRAIL sens C8	Shn3 inh set2	CF NFkB inh	MITF TRPM1 inh	HIF-2a inh
O=C1C2C3C=CC(CC3)C2C(=O)N1c1ccc(Br)cc1 (configuration not stated)	13	-10	.	6	-4	7	1	-2	2	.	5
Cc1cc2c(=O)cc(-c3ccccc3)oc2c(C(=O)O)c1C	-6	-8	.	15	1	9	8	9	-5	.	3
CCc1noc(C)c1C(=O)N1CC(C)OC(C)C1 (configuration not stated)	-4	-11	1	-9	4	11	4	7	-7	-4	12
O=C(Nc1cccc(S(=O)(=O)NC2=NCCC2)c1)c1ccc(F)cc1	-1	-23	.	1	5	1	2	29	-1	-10	-7
CC1CCCCN1CCCNC(=O)CN1C(=O)CSc2ccc(S(=O)(=O)N3CCOCC3)cc21 (configuration not stated)	-17	-7	8	13	-14	3	0	15	17	-9	3
CNc1ccccc1C(C)(C)c1cc(-c2ccc(F)cc2)no1	31	-4	-3	54*	-5	22	35	4	-6	17	26

Assay outcomes from PubChem.
